DT40 TDP1 CPT: qHTS for Inhibitors of human tyrosyl-DNA phosphodiesterase 1 (TDP1): qHTS in cells in presence of CPT | AID 686979, 2013 | Potency, µM (series often up to 46.2 µM), without a hit: top-dose activity change, negative = growth inhibition, usual class: inhibitors | hit rate 12% among 420,000 | chicken DT40 Tdp1-/-;hTDP1 cells + 20 nM CPT, ATP luminescence, 48 h; further: nearly all actives have a fitted effect of over 55% in size
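Chicken DT40 Tdp1-/- cells stably complemented with human TDP1 were seeded at 400 cells/well in medium containing 20 nM camptothecin, exposed to pin-transferred compounds, and grown at 37 °C for at least 48 hr. Viability was read as ATP luminescence.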
FEN1 inhibitor: qHTS Assay for the Inhibitors of Human Flap endonuclease 1 (FEN1); P39748; Recombinant FEN1 flap cleavage, fluorescence, 15 min; Potency, µM (highest dose often 114 µM), for inactives: top-dose activity change, negative = inhibition, actives largely listed as inhibitors; hit rate 0.35% among 390,000; further: nearly all actives have a fitted effect of over 65% in size
Target sequence (P39748 whole entry, looked up): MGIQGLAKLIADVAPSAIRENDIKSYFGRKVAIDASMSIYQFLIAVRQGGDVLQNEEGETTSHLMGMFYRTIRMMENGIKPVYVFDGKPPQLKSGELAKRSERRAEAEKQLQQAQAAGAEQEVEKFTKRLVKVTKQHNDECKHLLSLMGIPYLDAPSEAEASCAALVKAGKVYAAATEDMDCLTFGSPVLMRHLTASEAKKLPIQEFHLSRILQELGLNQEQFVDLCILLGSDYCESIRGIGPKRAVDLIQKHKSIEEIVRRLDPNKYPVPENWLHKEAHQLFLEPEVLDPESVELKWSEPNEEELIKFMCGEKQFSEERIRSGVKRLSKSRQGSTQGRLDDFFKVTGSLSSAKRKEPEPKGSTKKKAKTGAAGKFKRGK
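Steps: FEN1 (10 nM) dispensed; compound added by pin tool; 15 min at room temperature; substrate added to 50 nM final; reads at 0 min and 15 min; data normalized and fitted (four-parameter Hill).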
KAT2A inh: qHTS Assay for Inhibitors of GCN5L2; hit rate 0.21% among 390,000; GCN5L2 HAT assay, ThioGlo1 CoA-SH fluorescence; Potency, µM (doses to about 58.9 µM), inactives show at the highest dose activity change, negative = inhibition, hits mostly inhibitors; Histone acetyltransferase KAT2A (Homo sapiens), Q92830
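Enzyme at 20nM final was mixed with library compounds for 15 min at room temperature. Peptide H3(1-25) at 75uM, acetyl-CoA at 70uM and ThioGlo1 at 50uM were then added. Plates were read immediately and after 20 min (Ex340nm/Em540nm).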
The depositor's hits bear a star; ? = inconclusive; nt = not tested or not shown; & = joins results of further samples; [ ] = dose if it differs, or a comment. The call rests on the fitted dose curve; in most records, active means well fitted curve in the direction sought with a large enough effect; inconclusive means small, poorly fitted or top-dose-only effect, or another doubt; inactive means no such curve, though single readings can be large; an effect the other way counts as inactive or inconclusive. On the % scale 0 is the no-effect control and ±100 the full control effect; potency means the concentration at half of the fitted maximal effect. Some of the compounds tested; rates above refer to the full screens.

Molecule	DT40 TDP1 CPT	FEN1 inhibitor	KAT2A inh
O=C(CSc1nc2c([nH]c3ccccc32)c(=O)n1-c1ccccc1)Nc1ccccc1F	?	24%	2%
COc1ccc(S(=O)(=O)N2CCCCC2)cc1NC(=O)c1cncc(Br)c1	-22%	-6%	-6%
O=C(COC(=O)CC12CC3CC(CC(C3)C1)C2)Nc1ncc(Cl)cc1Cl	-11%	-20%	-11%
CN(C)c1ccc(-c2c3ccccc3nc3ccccc23)cc1	?	-2%	nt
CCOCCCNC(=S)N1CCN(CC)CC1	-6%	16%	-7%
O=C(CCSCCC(=O)NN=Cc1ccccc1O)NN=Cc1ccccc1O	-24%	-5%	nt
C=CCSc1nnc(-c2cc(C(C)(C)C)nn2Cc2ccc(F)cc2)n1C	-7%	1%	-3%
COc1ccc(OC)c(CNC(=O)c2cnc3c(C)cccn3c2=O)c1	4%	-4%	-8%
Nn1nnc2ccccc21	-2%	?	-5%&-19%
C/C(=N\NS(=O)(=O)c1ccc(C(C)(C)C)cc1)c1ccccc1	-5%	-3%	-27%
COc1ccccc1Oc1nc2ccccn2c(=O)c1/C=C(\C#N)C(=O)Nc1c(C)n(C)n(-c2ccccc2)c1=O	4%	6%	-4%
CCNC(=O)CCSc1nc2cc(Cl)ccc2o1	-5%	-8%	-1%
O=C(CCC1CCCC1)N1CCc2c([nH]c3ccccc23)C1c1ccc(Cl)cc1 (stereo unspecified)	?	-13%	-14%
Cc1ccc(NC(=O)c2ccc(=O)[nH]n2)cc1S(=O)(=O)Nc1ccc(SC(F)F)cc1	15µM*	5%	-2%
CCOC(=O)c1sc(-c2ccccc2)cc1NC(=O)Nc1ccccc1	-12%	3%	?
Cc1nn(C(C)C(=O)NCCc2ccccc2)c(=O)c2c1sc1ccccc12 (stereo unspecified)	?	0%	-11%
Cc1sc2nc(-c3cccs3)oc(=O)c2c1C	-4%	18%	?
O=C(Nc1nc2ccccc2[nH]1)c1ccc(Cl)c(S(=O)(=O)N2CCCC2)c1	18µM*	-11%	-6%
CN(CCOc1ccc(Cl)cc1)CC(O)c1ccccc1 (stereo unspecified)	?	-12%	-2%
COc1ccc(C2(c3ccc(OC)cc3)NC(=O)N(CC(=O)N(C)C)C2=O)cc1	0%	-2%	-17%
CC(C)c1nc(N2CCOCC2)c(C#N)c2c1CCC2	-26%	-6%	-12%
COc1ccc(/C=N/Nc2cc(C)nc3ccc(Br)cc23)cc1	?	?	-17%
CCCCCOc1ccc(/C=C/c2c([N+](=O)[O-])c(=O)n(C)c(=O)n2C)cc1	18µM*	0%	14%
CCOC(=O)c1cc(C#N)c(N2CCN(C(=O)c3ccccc3)CC2)nc1C(F)(F)F	-28%	3%	-5%

An excerpt from above in order of heavy-atom count, smallest number first:
Molecule	DT40 TDP1 CPT	FEN1 inhibitor	KAT2A inh
Cc1sc2nc(-c3cccs3)oc(=O)c2c1C	-4%	18%	?
CN(CCOc1ccc(Cl)cc1)CC(O)c1ccccc1 (stereo unspecified)	?	-12%	-2%
CCOC(=O)c1sc(-c2ccccc2)cc1NC(=O)Nc1ccccc1	-12%	3%	?
CCCCCOc1ccc(/C=C/c2c([N+](=O)[O-])c(=O)n(C)c(=O)n2C)cc1	18µM*	0%	14%
Cc1nn(C(C)C(=O)NCCc2ccccc2)c(=O)c2c1sc1ccccc12 (stereo unspecified)	?	0%	-11%

(continued)
Molecule	DT40 TDP1 CPT	FEN1 inhibitor	KAT2A inh
Cc1ccc(-c2nn(CC(=O)Nc3cccc(C(F)(F)F)c3)c(=O)c3ccccc23)cc1	?	0%	-7%
O=S(=O)(NCCc1ccc(F)cc1)c1cc(C(F)(F)F)ccc1Br	-19%	-2%	nt
COc1ccc(CCN2C(=O)NC(NS(=O)(=O)c3ccc(NC(C)=O)cc3)(C(F)(F)F)C2=O)cc1OC (stereo unspecified)	-17%&-4%	-4%&-1%	0%&0%
CCCCC(=O)Nc1cc2nn(-c3ccc(OCC)cc3)nc2cc1C	-2%	-4%	-10%
CC(C)c1ccc(NC(=O)COc2nncc3ccccc23)cc1	17%	-11%	-12%
CC1(C(=O)NNC(=S)NCC2CCCO2)CC1(Cl)Cl (stereo unspecified)	18µM*	-6%	0%
COc1ccc(S(=O)(=O)NC(C)C)cc1C(=O)NC1CCCCC1	7%	-15%	3%
C=CCNc1ncnc2c1[nH]c1ccc(Cl)cc12	?	?	0%
Cc1cc(S(=O)(=O)NCc2ccc(S(N)(=O)=O)cc2)c(C)s1	-2%	-20%	0%
CC1(C)CC(=O)c2cc(C(=O)NCc3ccccc3)c(=O)[nH]c2C1	-12%	12%	nt
O=C(/C(=C/O)N=Nc1ccccc1)c1ccc(Cl)cc1	?	3%	1%
CN(Cc1nccn1C)C(=O)CC1C(=O)NCCN1Cc1ccc(F)cc1Cl (stereo unspecified)	-9%	1%	-5%
O=C(NCc1ccc2c(c1)OCO2)C1CCCN1S(=O)(=O)c1ccc(Cl)cc1 (stereo unspecified)	-7%	-9%	0%
O=C(Nc1ccc(S(=O)(=O)N2CCCCCC2)cc1)c1ccco1	-9%	-2%	-11%
COC(=O)N/N=C(\C)c1ccco1	6%	-1%	-6%
C=CCNC(=O)COC(=O)c1cc(S(=O)(=O)N2CCOCC2)ccc1N1CCCCC1	-2%	-3%	-6%
FC(F)(F)c1cccc(N2CCN(C3CC4CCC3C4)CC2)c1 (stereo unspecified)	-30%	20%	-14%
N#CCCNC(=O)CCN1CCOCC1	5%	-3%	-1%
CC(C)C[C@H](NC(=O)c1nc[nH]c1C(=O)N1CCN(c2ccccc2)CC1)C(=O)OC(C)(C)C	21µM*	-8%	0%
CCc1ccc2oc(C(=O)NCc3ccccc3)cc(=O)c2c1	-14%	-3%	-12%
O=C(NCCSCc1c(F)cccc1Cl)C1CCN(S(=O)(=O)Cc2ccccc2)CC1	-25%	-9%	-2%
Cc1cc2oc(=O)cc(CN3CCN(Cc4ccc5c(c4)OCO5)CC3)c2cc1C	?	-6%	-1%
O=c1[nH]c2sc3c(c2c(=O)n1Cc1ccccc1)CCC3	-10%	-8%	4%
O=C(Nc1ccc(S(=O)(=O)N2CCCCC2)cc1)c1ccc(Cl)nc1	18µM*	-11%	-5%

The results go on:
SMILES,DT40 TDP1 CPT,FEN1 inhibitor,KAT2A inh
Cc1ccccc1-c1cc(C(=O)N/N=C/c2cccnc2)c2ccccc2n1,?,10%,0%
CSc1ccc(Cl)c(C(=O)NCCOc2ccccc2)c1,-26%,-4%,-1%
Cc1nn(CC2CC2)c(=O)n1-c1ccc(C(C)C)cc1,1%,2%,-3%
C/C(=N\NC(=O)c1csc(C)c1C)c1ccc(Cl)s1,23µM*,-1%,-7%
Cc1ccc2nc(C)cc(C(=O)N/N=C/c3ccncc3)c2c1,?,-17%,-30%
CC(=O)NCC(=O)N1CCC(n2nccc2NC(=O)CCCc2ccccc2)CC1,-2%,7%,-4%
CCOCc1[nH]c(=S)[nH]c(=O)c1Cc1ccc(OCC)cc1,-6%,-4%,-1%
CN(C(=O)c1ccc(NC(=O)Cc2cccc(NC(=O)C3CCCN(C(=O)C4CC4)C3)c2)cc1)C1CC1 (stereo unspecified),-2%,1%,nt
COC(=O)c1nnn(-c2nonc2N)c1CSc1ccccn1,-6%,-5%,-3%
O=C(O)c1ccc(COc2ccccc2/C=C2\NC(=O)N(Cc3ccccc3)C2=O)cc1,?,?,-8%
Cc1nnc(-c2cnn(-c3ccccc3)c2N)n1Cc1ccncc1,2%,-3%,0%
Cc1ccc(-n2c(SCC(=O)NCc3ccc(F)cc3)nc3c([nH]c4ccccc43)c2=O)cc1,18µM*,21%,1%
Cc1ccc(NC(=O)CCCN2C(=O)/C(=C/C=C/c3ccccc3)SC2=S)cc1,?,5%,28%
Cc1cc(-c2nnc(CCC(=O)NC(C)c3ccc(F)cc3)o2)no1 (stereo unspecified),-12%,8%,-1%
Nc1nc(SCc2c(Cl)cccc2Cl)n[nH]1,-7%,2%,0%[0.501 µM]
CC(OC(=O)COc1ccc(C#N)cc1)C(=O)Nc1ccc(Cl)cn1 (stereo unspecified),-1%,-2%,-2%
COc1ccc(NC(=O)CN2C(=O)C(C)Oc3ccc(C)cc32)cc1 (stereo unspecified),6%,-11%,-3%
Cc1nc2ccccc2n1C1CC(=O)N(N(C)C)C1=O (stereo unspecified),-14%,-1%,-4%
COc1cc(OC)c(OC)cc1/C=C1\C=Cc2ccccc21,?,-24%,nt
CCOC(=O)c1cnc(SCC(=O)NCc2ccco2)nc1N,-3%,2%,-3%
Cc1ccc(NC(=O)c2c(C)oc3ncn(C)c(=O)c23)cc1F,?,-10%,0%
Cc1ccc[n+](CC2OCc3ccccc3CO2)c1,23%,-2%,-2%
C=CCc1c(C)nc(SC)nc1Nc1ccc(C)cc1,9.2µM*,-14%,4%
COC(=O)C[N+](C)(C)C/C=C\c1ccccc1,20%,-1%,4%
Cc1ccc(NC(=O)COc2cccc(Oc3ccccc3)c2)cc1S(=O)(=O)N1CCOCC1,?,-8%,-6%
COc1ccc(S(=O)(=O)N2CCCC2)c(Cl)c1Cl,-23%,10%,-17%
COc1cc(O)cc(OC)c1OC,?,nt,-13%
Cc1nn(C)c(C(=O)NNC(=S)NC2CCCCC2)c1Cl,?,5%,-7%
CNS(=O)(=O)c1cc(Br)ccc1S(=O)c1ccccc1C(=O)O (stereo unspecified),-16%,17%,?
Cc1ccc(NC(=O)c2cccc(N3C(=O)C4C5CCC(C5)C4C3=O)c2)c(C)c1 (stereo unspecified),?,-1%,66%[activator]
N/C(=N\c1nc2c(c(=O)[nH]1)CCCC2)Nc1ccccc1,-27%,-7%,-2%
CCOC(=O)C1=C(CC)Nc2ccccc2N=C1N,-1%,2%,-6%
O=C(O)c1ccc(S(=O)(=O)c2ccc3c(c2)C(=O)N(NC(=O)c2ccccc2)C3=O)cc1,10%,-2%,0%
COc1ccc(Nc2c3c(nc4ccc(C)cc24)CCC3)cc1,?,?,1%
CCCCC(CC)C(=O)Nc1ccc(S(=O)(=O)N2CCCC2)cc1 (stereo unspecified),-20%,-24%,-2%
Cc1ccc2nc(C3CCCCC3)[nH]c2c1,-8%,1%,0%
CCCNC(C)(C)COC(=O)c1ccccc1,8%&-84%,1%,-9%
Cc1ccc2nc(SCC(=O)Nc3ccc(F)cc3)nc(=O)n2c1,-16%,-1%,1%
Cc1ccc(S(=O)(=O)n2nc(-c3ccco3)nc2SCc2ccccc2)cc1,-19%,-8%,-1%
O=C(CN(C(=O)c1ccc(Cl)cc1)C1CCCCC1)Nc1ccc(Cl)c([N+](=O)[O-])c1,16µM*,8%,-2%
CN1CCN(NC(=O)c2ccc(F)cc2)CC1,-9%,1%,-17%
Cc1ccc(C(C)C)c(OCc2n[nH]c(=S)o2)c1,-13%,15%,-1%
COc1ccccc1CNC(=O)Cn1ncc2c(=O)oc3ccc(C)cc3c21,-21%,-2%,-5%
COc1cc2c(c(OC)c1OC)-c1ccc(NC(=O)c3ccccc3)c(=O)cc1[C@@H](NC(C)=O)CC2,3%,4%,-6%
COc1cccc(-c2nnc(NC(=O)Cc3cccs3)s2)c1,-19%,6%,-15%
CC(C)OC(=O)CC(=O)CSc1nc(-c2ccc(F)cc2)cc(-c2ccccc2)c1C#N,-18%,-22%,-4%
O=C(NCC1CCCO1)c1cn(Cc2ccccc2)nc1-c1ccccc1 (stereo unspecified),-6%,5%,-4%
CCn1c(C(=O)NCc2ccccc2)cc2sc(Cl)cc21,?,-8%,-16%
N#Cc1ccccc1OCC(=O)C1CC1,0%,3%,-2%
O=c1cc(/N=C/c2coc3cc(Br)ccc3c2=O)[nH]c(=S)[nH]1,?,-5%,-13%

(next part)
SMILES,DT40 TDP1 CPT,FEN1 inhibitor,KAT2A inh
CCOC(=O)NC(=O)CSc1cc(C)c2cc(C)cc(C)c2n1,-20%,-20%,-5%
COCCN(CCOC)C(=O)c1sc2nc(-c3ccccc3)cn2c1C,-5%,-1%,-7%
O=C(COC(=O)/C=C/c1cccc(F)c1)NNC(=O)c1ccccc1,5%,-13%,-2%
Cc1c(Cl)cccc1NC(=S)NCc1ccc2c(c1)OCO2,-26%,-11%,3%
COc1ccc(C)c(-n2c(=O)n(Cc3ccccc3)c(=O)c3[nH]cnc32)c1,-10%,4%,-11%

Source: PubChem BioAssay (National Center for Advancing Translational Sciences (NCATS))
